EBI2 antag = EBI2 receptor antagonists, beta-arrestin recruitment, primary screen, cell-based, luminescence, 7a,25-OHC stimulation, uHTS; G-protein coupled receptor 183 (Homo sapiens), P32249; 7a,25-OHC stimulated; inhibition, % at 5 µM; 360,000 compounds, 0.81% hits; in the data active means inhibition above about 38%;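 further: enzyme fragment complementation signal reports receptor beta-arrestin coupling in cells; 0% = agonist plus DMSO wells and 100% = wells without agonist; some results beyond the cut were filed as inactive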
UBC13 polyUb = UBC13 polyubiquitin chain formation inhibitors, primary screen, biochemical, TR-FRET, uHTS. 330,000 compounds, 0.47% hits. inhibition, % at 20 µM. AID 485273, 2010. Ubiquitin-conjugating enzyme E2 N (Homo sapiens), P61088; in the data active means inhibition above about 45%, passing the limit was not always enough
CCR6 antagonist = CCR6 receptor antagonists, primary screen, cell-based, CHO-K1, luminescence, beta-arrestin, uHTS | C-C chemokine receptor type 6 (Homo sapiens), P51684 | CHO-K1 CCR6 PathHunter beta-arrestin, CCL20-stimulated | inhibition, % at 20 µM | 340,000 compounds, 0.49% hits | AID 493098, 2011;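 active means compounds whose inhibition of the agonist-driven luminescence signal at 20 µM reaches about 50%, limit read from the data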;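 further: cells stimulated with CCL20 at 14 nM final; plate controls were DMSO with CCL20 for no effect and DMSO without agonist for full effect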
Jurkat NFkB inh = inhibitors of induced NF-kB luciferase reporter, primary screen, TCR NF-kB activation inhibitor project, cell-based, luminescence, uHTS | Jurkat, PMA/ionomycin-induced NF-kB luciferase reporter | 330,000 compounds, 0.53% hits | inhibition, % at 4 µM
SENP8 block = SENP8 protease inhibitors, primary screen, biochemical, luminescence. inhibition, % at 10 µM. Sentrin-specific protease 8 (Homo sapiens), Q96LD8. 330,000 compounds, 1.2% hits. purified SENP8, Z-RLRGG-aminoluciferin cleavage
Apaf1 inhib = inhibitors of human Apaf-1 apoptosome, primary screen, biochemical, DEVD-Rh110 fluorescence, uHTS; reconstituted apoptosome caspase-3 activity; inhibition, % at 20 µM; 330,000 compounds, 0.71% hits; AID 489030, 2010; active means inhibition of at least 40% at 20 µM;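 further: plate controls were DMSO wells for no effect and DEVD-CHO caspase inhibitor wells for full effect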
Target sequence (O14727 whole entry, looked up): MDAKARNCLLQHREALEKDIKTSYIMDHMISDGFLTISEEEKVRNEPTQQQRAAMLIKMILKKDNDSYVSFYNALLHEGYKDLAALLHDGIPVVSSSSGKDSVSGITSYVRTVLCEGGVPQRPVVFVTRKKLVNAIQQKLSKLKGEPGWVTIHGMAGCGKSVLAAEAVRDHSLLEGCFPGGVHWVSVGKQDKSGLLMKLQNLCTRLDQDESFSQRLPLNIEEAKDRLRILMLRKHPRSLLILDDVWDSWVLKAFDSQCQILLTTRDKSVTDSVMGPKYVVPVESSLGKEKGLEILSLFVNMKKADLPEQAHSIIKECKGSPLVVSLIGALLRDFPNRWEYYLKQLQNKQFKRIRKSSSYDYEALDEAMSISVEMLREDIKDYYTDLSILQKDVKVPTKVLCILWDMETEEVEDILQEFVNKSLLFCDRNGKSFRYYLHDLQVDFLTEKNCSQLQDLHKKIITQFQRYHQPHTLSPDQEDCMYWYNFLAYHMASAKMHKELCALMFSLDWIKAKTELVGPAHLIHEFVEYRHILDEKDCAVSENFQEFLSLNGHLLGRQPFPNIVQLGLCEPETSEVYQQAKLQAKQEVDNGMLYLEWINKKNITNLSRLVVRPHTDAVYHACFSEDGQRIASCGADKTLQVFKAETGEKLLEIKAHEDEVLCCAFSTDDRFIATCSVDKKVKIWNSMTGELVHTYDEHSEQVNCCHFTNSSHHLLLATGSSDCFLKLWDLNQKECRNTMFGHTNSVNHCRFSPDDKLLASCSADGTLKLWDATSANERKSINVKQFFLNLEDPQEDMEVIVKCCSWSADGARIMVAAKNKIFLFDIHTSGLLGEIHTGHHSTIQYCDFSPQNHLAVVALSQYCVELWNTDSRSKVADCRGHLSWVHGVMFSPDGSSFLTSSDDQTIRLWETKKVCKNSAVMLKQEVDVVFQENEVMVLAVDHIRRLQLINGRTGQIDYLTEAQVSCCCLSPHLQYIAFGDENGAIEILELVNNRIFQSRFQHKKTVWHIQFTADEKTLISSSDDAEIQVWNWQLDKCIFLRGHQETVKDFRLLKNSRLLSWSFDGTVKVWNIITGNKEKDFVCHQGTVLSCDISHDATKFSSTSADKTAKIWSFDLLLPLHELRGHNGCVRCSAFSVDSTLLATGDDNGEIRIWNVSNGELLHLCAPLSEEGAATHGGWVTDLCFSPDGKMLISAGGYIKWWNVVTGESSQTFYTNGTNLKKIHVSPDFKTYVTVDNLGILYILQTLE
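Assay system: Apoptosome proteins | Medium: pH 7.5 Hepes buffer with CHAPS, BSA, DTT | Also added: Cytochrome c and DEVD-Rh110 substrate | Times: 30 min plus 50 min, RT | Detection: Rhodamine 110 fluorescence at Ex 480/Em 540 nm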
Gli-Sufu antag = Gli-Sufu pathway antagonists, primary screen, luciferase luminescence, Sufu-KO-LIGHT cells, uHTS; AID 588413, 2011; inhibition, % at 5 µM; Sufu-KO-LIGHT fibroblasts, Gli luciferase reporter luminescence; 340,000 compounds, 0.74% hits;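 active means inhibition above about 55%, limit read from the data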;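 further: 0% = DMSO-treated cells and 100% = wells with medium but no cells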
697 NFkB inh = inhibitors of PMA/ionomycin-induced NF-kB reporter, 697 cells, primary screen, B-cell NF-kB inhibitor project, cell-based, luminescence, uHTS. 697 B-cell NF-kB luciferase reporter, 16 h. inhibition, % at 4 µM. 330,000 compounds, 0.33% hits. AID 435022, 2010; in the data active means inhibition above about 35%
The depositor's hits bear a star; . = not tested or not shown. Unless noted, no stated cut-off is given here; in the data, active means inhibition above about 50%; inactive means the rest. Only part of the results is shown. The share of hits here may be higher or lower than overall.

SMILES	EBI2 antag	UBC13 polyUb	CCR6 antagonist	Jurkat NFkB inh	SENP8 block	Apaf1 inhib	Gli-Sufu antag	697 NFkB inh
Brc1ccc(Oc2nsnc2N2CCOCC2)cc1	7	7	-6	-2	-2	6	2	11
O=C(N1CCN(c2ccccc2F)CC1)C1(S(=O)(=O)c2ccc(Cl)cc2)CC1	5	6	5	14	7	2	19	19
Cc1cccnc1NC(=O)CN1C(=O)COc2ccc(Cl)cc21	6	4	13	0	5	-10	-34	0
CN(C)c1ccc(C(=O)OCC(=O)NC2CCCCCC2)cc1	8	-10	1	-9	-3	11	2	-8
CCC[C@@H](CN1CCC[C@H]1CN1C(N)=NC[C@H]1CC(C)C)N1C[C@@H](Cc2ccccc2)N(CCc2ccc(Cl)c(Cl)c2)C1=N	-5	82*	17	0	-8	68*	-8	-19
Cc1ccc(CNC(=O)C2CCC(=O)N(Cc3cccc(C(F)(F)F)c3)C2)o1 (stereo not drawn)	-3	-4	-6	1	-3	14	27	4
Cc1ccccc1-n1c(SCC(=O)N/N=C/c2sccc2C)nc2ccccc2c1=O	-1	-7	9	6	2	13	-1	-28
Fc1ccc2[nH]c3c(c2c1)CN(C(=S)NCc1ccccc1)CC3	4	9	8	-5	2	-5	2	-15
Cc1ccc(S(=O)(=O)CC(C)(O)CS(=O)(=O)c2ccc(C)cc2)cc1	-13	-4	-1	-15	-7	-9	2	-2
Cc1cccc(C)c1NC(=O)CSc1nnc(-c2ccoc2C)n1CCc1ccccc1	12	11	10	4	1	8	8	-16
O=C1/C(=C\c2ccccc2)SC(=S)N1CCC(=O)N1CCCCC1CCO (stereo not drawn)	9	-8	13	10	-1	8	4	2
Cc1cccc(C(=O)NNC(=S)NC(=O)c2ccccc2)c1	2	-21	40	-1	-5	6	-23	-7
COc1ccccc1C(=O)O/N=C(/c1ccncc1)c1ccc([N+](=O)[O-])cc1	6	-9	-11	-14	-12	7	2	3
COc1ccc(NC(=O)Nc2nnc(C(C)(C)C)s2)cc1	2	9	-3	-18	5	-1	-14	-28
COc1ccc(S(=O)(=O)N2CCCCCC2)cc1NC(=O)Cc1cc(OC)c(OC)c(OC)c1	1	10	12	4	-3	7	2	-21
Cc1ccc(C2=C/C(=C/c3cccnc3)C(=O)O2)c(C)c1	11	8	21	-9	-6	2	2	6
OCCCNCc1ccc(-c2ccccc2)cc1	-8	-2	-6	2	-3	-17	5	5
O=C(Cn1nc(-c2ccc3c(c2)OCCO3)ccc1=O)Nc1cccc(NC(=O)c2ccccn2)c1	.	26	.	-14	-2	-9	.	-3
COc1ccc(Cl)cc1C(=O)Nc1cccc(-c2ccc3nncn3n2)c1	10	12	18	-7	-2	6	21	-3
CCCCn1c(N)c(N(CCOC)C(=O)c2c(CC)noc2C)c(=O)[nH]c1=O	-13	-10	4	3	-4	-10	-7	18
CCc1nc(NC(=O)c2sc(C)nc2C)sc1C(=O)OC	-2	6	8	-14	1	4	-5	-2
Cc1ccnc(NC(=O)CCc2c[nH]c3ccccc23)c1	-4	10	-2	-11	-7	2	-24	-33
COc1ccc(-n2c(=S)[nH]c3cc(C(=O)Nc4ccccc4OC)ccc3c2=O)c(OC)c1	8	-2	29	-7	-4	7	-5	27
CC(C)SCc1nc2ccccc2[nH]1	-2	-12	3	-11	-12	1	5	-52
CC1(NC(=O)c2ccccc2)CCN(CCc2cccs2)C1=O (stereo not drawn)	-9	-4	3	5	0	1	-13	22
CCS(=O)(=O)Nc1cccc(C2=NN(S(=O)(=O)c3ccc(F)cc3)C(c3cccs3)C2)c1 (stereo not drawn)	-8	0	14	8	6	4	-2	-5
CC(=O)N1CCc2cc(Br)cc(S(=O)(=O)N3CCN(c4ccccn4)CC3)c21	6	4	-14	-4	-5	-5	-1	2
Cc1noc(C)c1Cn1nc(C(=O)O)c2ccccc2c1=O	8	1	16	18	-6	5	-5	19
COc1cccc(C(=O)Nc2nnc(SCC(=O)Nc3ccc(NC(C)=O)cc3)s2)c1	-12	-10	3	-23	55*	-5	-17	-3
O=C(N/C(=C/c1ccc(Br)cc1)C(=O)N1CCOCC1)c1cccs1	-15	-6	3	-7	-2	7	0	18
CC(OC(=O)Cc1ccsc1)C(=O)Nc1ccc(C(N)=O)cc1 (stereo not drawn)	-4	-1	6	-6	-6	-2	6	-9
Cn1c(=O)c2c(nc(Oc3ccccc3N)n2C)n(C)c1=O	3	-6	-18	9	-7	-18	-5	-1
O=C1NC(c2ccccc2)=NC1(Nc1ccccn1)C(F)(F)F (stereo not drawn)	-3	-4	-20	-9	-1	-2	-2	-18
O=C(Nc1ccc(Cl)cc1Cl)c1ccc2c(=O)n3c(nc2c1)CCC3	5	-5	17	-100	-12	7	-66	-126
O=C(NNC(=O)C1CCN(Cc2cccc(F)c2)CC1)c1cccs1	-2	1	9	5	-6	-9	0	-5
CC(=O)c1cccc(NC(=O)CSc2ccc(-c3sc(C)nc3C)nn2)c1	-5	0	-5	30	-5	3	2	7
Cc1nn(Cc2ccccc2)c(Cl)c1/C=N/NC(=O)CNc1cccc(C(F)(F)F)c1	20	-6	9	9	-14	24	-2	5
CS(=O)(=O)Nc1ccc(C(=O)N2CCCC2)cc1	-8	10	-13	4	2	-20	3	14
COc1cc(O)c(C(CC(=O)N2CCCC(C)C2)c2ccc3c(c2)OCO3)c(OC)c1 (stereo not drawn)	2	0	17	-7	-4	16	-19	14
Cc1ccc(N(Cc2ccc([N+](=O)[O-])cc2)C(=O)c2ccco2)cc1	1	-2	21	3	-6	24	-1	-4
C=CCOc1cccc(/C=N/NC(=O)CN2CCCCC2)c1	-16	5	8	4	6	-1	11	5
Cc1ccc(OCc2cc(C(=O)N3CCCCCCC3)no2)cc1C	12	8	3	-32	-2	3	-13	-14
COc1ccc(-c2cc(=O)c3cc(OC)c(OC)cc3[nH]2)cc1	-5	-2	6	-8	-9	-10	-11	11
CCc1ccc(NC(=O)C2CCN(S(=O)(=O)c3cccs3)CC2)cc1	17	-4	4	-25	-3	19	-6	-25
CCc1nnc(NC(=O)CSc2ccc(Cl)cc2)s1	5	-7	9	-16	4	-10	-19	-10
CCOC(=O)C1(C)NC(c2ccco2)C2C(=O)N(C)C(=O)C21 (stereo not drawn)	-12	0	-5	-12	-8	7	3	4
Cc1cc2occ(CC(=O)N(C)CC(=O)Nc3c(C)cccc3C)c2cc1C	-5	-10	4	1	4	10	2	-33
CN(CC(=O)NCc1ccco1)C(=O)C1CC(=O)N(c2ccc3c(c2)OCCO3)C1 (stereo not drawn)	-10	0	-3	1	3	0	2	-3
Cc1cc(NC(=O)c2ccco2)ccc1NC(=O)Cc1cccs1	-19	3	-12	-8	4	2	-5	8
Cc1ccc(/C=N/NC(=O)Cc2ccc(O)cc2)s1	2	-3	2	-4	-4	5	.	21

Other results.
SMILES	EBI2 antag	UBC13 polyUb	CCR6 antagonist	Jurkat NFkB inh	SENP8 block	Apaf1 inhib	Gli-Sufu antag	697 NFkB inh
Cc1nnc(SCc2ccccc2)nc1/C=C/NOCc1ccc(Cl)cc1Cl	11	-11	46	0	1	5	3	7
Fc1ccc(Nc2c(-c3ccco3)nc3ccccn23)cc1	9	14	12	3	-1	-4	-1	-37
COc1ccc(NCc2nn(CC(=O)c3ccc(Br)cc3)c3[n+]2CCCCC3)cc1	-3	17	3	-2	-2	-5	-1	9
COC(=O)/C=C1\N/C(=N/c2nc(C)c3cc(OC)ccc3n2)NC1=O	2	-5	1	-1	6	-8	2	-9
O=C(NCc1ccccn1)C(=O)Nc1cc2c3c(c1)CC(=O)N3CCC2	-1	-5	4	3	-3	-2	1	-3
CCN(CC(=O)Nc1ccc2c(c1)OCCO2)C(=O)CSCC(=O)Nc1ccc(C)cc1	-3	4	2	-6	-26	5	-10	8
CC1=CC(C)C(C(=O)O)C(C(=O)N2CCN(C)CC2)C1 (stereo not drawn)	-4	-4	-15	5	3	-1	-3	6
CCOC(=O)C1CCCN(Cc2nc(C3CC3)no2)C1 (stereo not drawn)	-6	2	4	1	-2	3	-9	21
COc1ccc(S(=O)(=O)N2CCN(CC(=O)NC3CC3)CC2)cc1	7	2	10	-2	-3	7	1	5
COc1cc(C(=O)NC(=S)Nc2ccc([N+](=O)[O-])cc2)cc(OC)c1OC	2	-9	33	1	-10	5	7	-2

Next section, overlapping the part above by 6 compounds.
SMILES	EBI2 antag	UBC13 polyUb	CCR6 antagonist	Jurkat NFkB inh	SENP8 block	Apaf1 inhib	Gli-Sufu antag	697 NFkB inh
O=C(NCc1ccccn1)C(=O)Nc1cc2c3c(c1)CC(=O)N3CCC2	-1	-5	4	3	-3	-2	1	-3
CCN(CC(=O)Nc1ccc2c(c1)OCCO2)C(=O)CSCC(=O)Nc1ccc(C)cc1	-3	4	2	-6	-26	5	-10	8
CC1=CC(C)C(C(=O)O)C(C(=O)N2CCN(C)CC2)C1 (stereo not drawn)	-4	-4	-15	5	3	-1	-3	6
CCOC(=O)C1CCCN(Cc2nc(C3CC3)no2)C1 (stereo not drawn)	-6	2	4	1	-2	3	-9	21
COc1ccc(S(=O)(=O)N2CCN(CC(=O)NC3CC3)CC2)cc1	7	2	10	-2	-3	7	1	5
COc1cc(C(=O)NC(=S)Nc2ccc([N+](=O)[O-])cc2)cc(OC)c1OC	2	-9	33	1	-10	5	7	-2
CCSc1nnc(NC(=O)CSc2nnc(Cc3cccn3C)n2-c2ccc(C)cc2)s1	-10	11	11	7	2	8	2	18
Cc1ccc(/C=C(\C#N)c2nn(-c3ccccc3)c(N)c2C#N)cc1	7	12	17	-6	-3	11	4	7
CC(=O)NC(=S)Nc1ccc(-c2nc3ccc(C)cc3s2)cc1	7	-39	14	-135	-10	-16	-99	-183
NC(=O)CCn1nc(-c2ccccc2)c2ccccc2c1=O	5	-3	8	0	-6	3	1	-15
Cc1nnc(SCC(=O)Nn2cnnc2)s1	-2	6	-11	5	2	0	-23	18
CCc1c(C)nc(N)n2c(SCC(=O)Nc3ccccc3)nnc12	6	-8	-6	21	1	-1	2	8
COc1ccccc1NS(=O)(=O)c1cc(NC(=O)COc2ccccc2)ccc1N1CCOCC1	18	-15	5	16	-4	7	13	0
COCCN(C(=O)COC(=O)CCn1c(C)csc1=O)c1c(N)n(Cc2ccccc2)c(=O)[nH]c1=O	3	-4	2	3	-10	5	1	0
CC(/C=N/Nc1ccc2nncn2n1)=C\c1ccccc1	1	-7	15	5	-1	1	3	-14
O=C(CCC(=O)c1ccccc1)NCc1ccccc1	-1	-6	-1	9	0	-30	-1	31
O=C(O)CC(CNS(=O)(=O)c1ccccc1)c1ccccc1 (stereo not drawn)	-4	2	-1	-6	9	-18	11	5
COc1ccc(C(=O)Nc2cccc(C)c2)cc1S(=O)(=O)N1CCOCC1	1	2	8	7	-1	-23	-2	14
COc1ccc(Nc2nc(C)cc(=O)[nH]2)cc1	4	0	-6	3	4	11	0	12
CCN(CC)C(=O)CSc1ncnc2c1cnn2-c1ccccc1	-1	-2	10	-72	3	6	-68	-79
C=CCNC(=O)c1ccccc1NC(=O)c1cccc2ccccc12	0	8	10	-6	1	-3	-9	0
Cc1ccc(C)c(NC(=O)c2ccccc2NC(=O)C2CCCO2)c1 (stereo not drawn)	-7	10	11	-1	4	-11	-6	0
CC(=O)Nc1cccc(Cn2cccn2)c1	.	8	.	8	-1	-22	.	15
N#CCc1ccc(OC(=O)c2cccnc2Cl)cc1	-4	12	-3	-82	15	-11	-9	-1
CC(C)CC(C)N1CCC(n2nccc2NC(=O)CCc2ccccc2)CC1 (stereo not drawn)	3	3	10	-14	5	0	18	10
O=C(C1COc2ccccc2O1)N1CCN(c2ccc(C(F)(F)F)cn2)CC1 (stereo not drawn)	-5	10	6	1	2	17	-1	6
